# ABCB1 block: blocks JC-1 efflux by human ABCB1 transporter; actives 0.067% (n = 190,000); inhibition, % at 6.6 µM; AID 1326; CCRF-Adr cells, flow cytometry; P08183; in the data active = inhibition above about 40%;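 also: 0% = vehicle and 100% = reference inhibitor; higher value means more JC-1 retained so stronger ABCB1 efflux block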
# Bcl-B Bim block: human Bim-Bcl-B interaction inhibition; Q9HD36; bead-based flow cytometry, Bim peptide-Bcl-B binding; inhibition, % at 10 µM; actives 0.073% (n = 190,000);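 also: 0% = tracer peptide without compound and 100% = reference inhibitor peptide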
# Bcl-2 Bim block: human Bim-Bcl-2 interaction inhibition | AID 950 | actives 0.06% (n = 190,000) | Bead-based flow cytometry, Bim peptide-Bcl-2 binding | inhibition, % at 10 µM | P10415; in the data active = inhibition above about 40%; inconclusive = no clear call, values can overlap the other calls;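 also: 0% = no compound wells with probe peptide and 100% = reference peptide inhibitor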
# RGS7-Gao reg: regulators of human RGS7-Galphao interaction | Multiplexed bead flow cytometry, RGS7-Galphao binding; actives lie on both sides | binding response (% of control), % at 10 µM | P09471 | actives 0.35% (n = 220,000); in the data active = binding response below about 49% or above about 150%; inconclusive = no clear call, values can overlap the other calls; inactive = in between;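 also: fluorescent Galphao held in activated GDP-AlF4 state binding bead-coupled RGS7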
# RGS4-Gao reg: human RGS4-Galphao interaction regulation. P09471. Multiplexed bead flow cytometry, RGS4-Galphao binding; actives lie on both sides. binding response (% of control), % at 10 µM. actives 0.33% (n = 220,000). AID 1415; in the data active = binding response below about 49% or above about 150%; inactive = in between;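 also: fluorescent Galphao activated with aluminum fluoride binding bead-coupled RGS4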
# Bim-Bcl-XL: human Bim-Bcl-XL interaction inhibition. Q07817. Bim peptide-Bcl-XL binding, bead flow cytometry, fluorescence. inhibition, % at 10 µM. actives 0.04% (n = 190,000)
# Target sequence (Q07817 whole entry, looked up): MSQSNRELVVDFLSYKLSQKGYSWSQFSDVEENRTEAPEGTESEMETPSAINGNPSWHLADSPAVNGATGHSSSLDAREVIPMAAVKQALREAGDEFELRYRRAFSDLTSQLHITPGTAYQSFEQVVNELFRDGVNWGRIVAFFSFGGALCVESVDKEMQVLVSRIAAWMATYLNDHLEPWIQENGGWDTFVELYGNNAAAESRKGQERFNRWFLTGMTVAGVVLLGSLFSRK
# ABCG2 inh: inhibitors of human ABCG2 transporter, ABCB1 counter-screen; Q9UNQ0; IgMXP3 cells, JC-1 efflux, flow cytometry; inhibition, % at 6.6 µM; actives 0.1% (n = 190,000); AID 1325;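 active = inhibition above 80%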;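 also: 0% = DMSO and 100% = nicardipine control wells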
# Target sequence (Q9UNQ0 whole entry, looked up): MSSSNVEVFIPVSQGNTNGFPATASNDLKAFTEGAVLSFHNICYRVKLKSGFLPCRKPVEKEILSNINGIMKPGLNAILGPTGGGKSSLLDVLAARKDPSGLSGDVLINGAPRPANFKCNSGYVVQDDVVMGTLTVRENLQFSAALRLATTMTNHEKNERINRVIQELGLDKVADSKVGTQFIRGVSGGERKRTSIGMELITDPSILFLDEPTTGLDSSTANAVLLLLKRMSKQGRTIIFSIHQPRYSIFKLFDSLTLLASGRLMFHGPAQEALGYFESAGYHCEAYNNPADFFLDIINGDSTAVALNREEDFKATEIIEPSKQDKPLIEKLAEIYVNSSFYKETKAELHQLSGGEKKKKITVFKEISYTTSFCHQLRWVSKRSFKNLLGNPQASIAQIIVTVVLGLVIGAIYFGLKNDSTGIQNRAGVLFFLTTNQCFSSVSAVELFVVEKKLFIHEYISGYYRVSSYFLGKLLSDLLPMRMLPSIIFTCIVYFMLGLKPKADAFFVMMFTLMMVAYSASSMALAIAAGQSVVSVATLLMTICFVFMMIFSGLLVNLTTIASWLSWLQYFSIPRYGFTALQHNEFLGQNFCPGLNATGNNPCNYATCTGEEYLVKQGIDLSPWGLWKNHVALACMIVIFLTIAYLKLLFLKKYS
#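 Incubation: cells with compound and JC-1, 10 min at 25 °C, rotating, no wash / Test system: IgMXP3 (ABCG2) plus far-red-tagged CCRF-Adr (ABCB1) cells / Compound dosing: one concentration, 6.6 µM final / Also added: JC-1 fluorescent substrate / Evaluation: efflux inhibition in percent versus controls / Detection: flow cytometry, 530 nm JC-1 signal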
# Bcl-W Bim block: disrupts Bim peptide binding to human Bcl-W | bead-based flow cytometry | inhibition, % at 10 µM | actives 0.02% (n = 190,000) | AID 952 | Q92843;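 also: 0% = bound tracer without compound and 100% = peptide blocker; higher means less fluorescent Bim peptide bound to Bcl-W beads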
# Target sequence (Q92843 whole entry, looked up): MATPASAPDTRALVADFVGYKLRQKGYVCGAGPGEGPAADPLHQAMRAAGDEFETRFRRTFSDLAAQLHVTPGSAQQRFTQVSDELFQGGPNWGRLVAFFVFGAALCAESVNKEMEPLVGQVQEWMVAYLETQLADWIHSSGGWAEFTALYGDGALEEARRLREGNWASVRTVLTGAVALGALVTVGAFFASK
# RGS8-Gao: human RGS8-Galphao interaction regulation | P09471 | multiplexed bead flow cytometry, RGS8-Galphao binding; actives lie on both sides | response (percent of control binding), % at 10 µM | actives 0.34% (n = 220,000); in the data active = response below about 60% or above about 140%; inactive = in between;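 also: Galphao activated as the GDP aluminium fluoride complex binding bead-coupled RGS8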
# Mcl-1 Bim block: inhibitors of Bim-Mcl-1 interaction, human; Bead-based flow cytometry, Bim peptide-Mcl-1 binding; actives 0.1% (n = 190,000); inhibition, % at 10 µM; AID 1009; Q07820;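 also: 0% = no compound tracer wells and 100% = peptide blocker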
# Bim-Bfl-1: human Bim-Bfl-1 interaction inhibition; Bead-based flow cytometry, Bim-Bfl-1 binding inhibition; actives 0.12% (n = 190,000); Q16548; inhibition, % at 10 µM; AID 1008;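 also: 0% = wells without compound plus tracer and 100% = blocker peptide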
# Starred values were filed as active, the others as inactive; ? = inconclusive; · = no result given. Rule as the data show it, unless noted: active = inhibition above about 40%.
# The first two compounds, to show the layout:
SMILES,ABCB1 block,Bcl-B Bim block,Bcl-2 Bim block,RGS7-Gao reg,RGS4-Gao reg,Bim-Bcl-XL,ABCG2 inh,Bcl-W Bim block,RGS8-Gao,Mcl-1 Bim block,Bim-Bfl-1
CCOc1ccc(/C=C2\N=C(c3cccs3)OC2=O)cc1OC,-9.3,-4.0,7.0,106.2,102.1,0.0,-20.9,7.0,101.7,0.0,6.0
CCCCN1C(=O)C(NC(C)=O)c2cc(Br)ccc21 (stereo not drawn),1.3,-4.0,-4.0,104.0,108.6,-6.0,5.9,-3.0,128.1,-4.0,-2.0

# The listing, from the first entry:
SMILES,ABCB1 block,Bcl-B Bim block,Bcl-2 Bim block,RGS7-Gao reg,RGS4-Gao reg,Bim-Bcl-XL,ABCG2 inh,Bcl-W Bim block,RGS8-Gao,Mcl-1 Bim block,Bim-Bfl-1
CCOc1ccc(/C=C2\N=C(c3cccs3)OC2=O)cc1OC,-9.3,-4.0,7.0,106.2,102.1,0.0,-20.9,7.0,101.7,0.0,6.0
CCCCN1C(=O)C(NC(C)=O)c2cc(Br)ccc21 (stereo not drawn),1.3,-4.0,-4.0,104.0,108.6,-6.0,5.9,-3.0,128.1,-4.0,-2.0
COc1ccc(C2=NCC(CSc3nnnn3C)S2)cc1 (stereo not drawn),0.3,2.0,-3.0,104.1,105.8,-3.0,0.8,0.0,102.4,3.0,-1.0
CCOc1cc(C(N)=O)cc(OCC)c1OCC,0.5,0.0,0.0,101.0,101.4,0.0,2.3,-1.0,102.1,0.0,-2.0
CCN1/C(=C2\C(=O)N(C)C(=S)N2C)C=Cc2cc(OC)ccc21,1.0,-19.0,-7.0,105.6,102.8,-11.0,5.7,-8.0,100.4,-10.0,-8.0
CCOc1cc(N2CCOCC2)c(OCC)cc1NC(=O)c1cc(-c2ccco2)nc2ccccc12,1.9,-11.0,-6.0,99.1,100.1,-6.0,2.8,0.0,100.4,-3.0,-2.0
Cc1ccc(S(=O)(=O)N2CCCSCC2)cc1,1.4,-11.0,-13.0,102.1,104.7,-7.0,-6.3,-2.0,103.8,-6.0,-15.0
Cc1cccc(Nc2nnc(SC/C(O)=C(\C#N)c3nc4ccccc4[nH]3)s2)c1,1.5,-5.0,0.0,96.0,95.6,-6.0,-14.9,-4.0,99.7,-3.0,0.0
N#Cc1ccc(COn2nnc3ccccc32)cc1,0.0,-3.0,-4.0,?,97.6,-5.0,4.4,-2.0,98.9,-3.0,-5.0
O=C(Nc1ccc(SC(F)F)cc1)c1cccc2nc3ccccc3nc12,0.8,0.0,0.0,99.9,99.4,-1.0,3.9,-2.0,99.8,0.0,0.0
COc1ccccc1CNC(=O)C(CC(C)C)NS(=O)(=O)c1ccc2c(c1)oc(=O)n2C (stereo not drawn),0.7,-8.0,-9.0,103.5,99.5,-7.0,2.2,0.0,101.8,-1.0,-10.0
COC(=O)c1nnn(CC(=O)Nc2cccc(Cl)c2C)c1C(=O)OC,0.2,-5.0,-2.0,99.1,104.2,-14.0,2.9,4.0,101.0,0.0,-9.0
Cc1noc(C)c1COC(=O)CN(C)S(=O)(=O)c1ccc(Cl)cc1,0.4,-10.0,-8.0,107.1,109.4,-1.0,1.9,3.0,108.8,-1.0,-11.0
O=C(COC(=O)c1cccnc1Cl)NCc1ccco1,0.1,3.0,4.0,103.3,103.2,0.0,0.6,6.0,107.4,4.0,-2.0
O=C(Nc1ccc(Cl)c(Cl)c1)Nc1ccccc1C(=O)O,-1.1,0.0,-3.0,101.0,102.7,-4.0,-6.2,-2.0,101.0,1.0,-3.0
CCOc1ccc(OCC)c(NC(=O)CSc2nc3ccccc3c(=O)n2C)c1,1.7,-6.0,-9.0,94.8,89.8,-11.0,10.1,-1.0,97.6,0.0,-12.0
COc1ccc(OCc2nc(N)nc(Nc3ccccc3OC)n2)cc1,0.5,0.0,-5.0,100.0,100.7,0.0,3.2,1.0,103.0,0.0,-1.0
N#CCC(=O)N/N=C/c1ccc(OC2CSC2)cc1,0.2,0.0,-3.0,103.5,103.8,-3.0,0.5,-4.0,102.2,-1.0,-5.0
O=C1CCN(S(=O)(=O)c2ccccc2)N1,0.1,-2.0,-4.0,94.0,92.9,-2.0,0.1,0.0,99.8,-1.0,1.0
Cc1nc(-c2ccccc2Cl)sc1C(=O)/C=C/N(C)C,-0.1,-3.0,-2.0,103.9,99.7,0.0,0.5,0.0,100.0,0.0,-5.0
Nc1nnc(-c2ccc(Cl)cc2)s1,·,-1.0,-3.0,112.7,112.2,-2.0,·,0.0,102.9,-4.0,1.0
CCC(C)NC(=O)c1cn(C)c(=O)c2cc(OC)c(OC)cc12 (stereo not drawn),-0.2,-5.0,-5.0,104.4,98.8,-4.0,-2.3,0.0,99.8,1.0,-12.0
COc1cccc(CN2CCN(Cc3ccc4c(NC(C)=O)cccc4n3)CC2CCO)c1 (stereo not drawn),0.2,-4.0,-5.0,101.4,100.7,-3.0,0.5,-3.0,99.3,-2.0,-7.0
CSc1nc(C)c(Oc2ccccc2)c(=O)n1C,0.2,-6.0,-6.0,91.2,94.3,-5.0,-0.7,-1.0,96.9,-1.0,-13.0
CC1(C)C(C=C(Cl)Cl)C1C(=O)N1CCN(Cc2ccccc2)CC1 (stereo not drawn),0.8,-2.0,-3.0,?,103.8,-2.0,3.4,-1.0,101.1,0.0,-6.0
# The results go on:
SMILES,ABCB1 block,Bcl-B Bim block,Bcl-2 Bim block,RGS7-Gao reg,RGS4-Gao reg,Bim-Bcl-XL,ABCG2 inh,Bcl-W Bim block,RGS8-Gao,Mcl-1 Bim block,Bim-Bfl-1
CCOC(=O)c1c(C)n(C)c2ccc(OCC(O)CN3CCCCCC3)cc12 (stereo not drawn),0.2,-5.0,-3.0,91.5,90.1,-1.0,-1.7,0.0,95.1,2.0,-7.0
COc1ccccc1NC(=O)Cn1cnc2c1c(=O)n(C)c(=O)n2C,0.2,-1.0,-1.0,98.6,96.5,2.0,0.9,1.0,95.5,3.0,1.0
COc1ccc(-c2nnc3n(CCc4ccccc4)c(=O)c4ccccc4n23)cc1OC,3.8,-5.0,0.0,94.1,95.0,-9.0,3.4,-6.0,97.0,-8.0,-4.0
N#C/C(=C\c1ccc(OC(=O)c2ccccn2)cc1)C(N)=O,0.5,-3.0,-6.0,93.1,92.3,-5.0,2.3,-4.0,97.6,-5.0,-4.0
Cn1cc(C(=O)c2cccc(Cl)c2)cc1/C=N\O,1.0,0.0,-1.0,?,96.8,-1.0,6.3,0.0,99.4,0.0,-3.0
Cc1nc(N(C)C)ncc1C(=O)O,-0.5,-4.0,-5.0,97.4,95.7,-3.0,-1.1,-5.0,99.5,-2.0,-1.0
COc1ccccc1-c1nnc(SCC(=O)NCc2ccco2)n1N,1.3,-5.0,-2.0,?,100.7,1.0,8.1,0.0,100.7,0.0,-4.0
CC(=O)c1cccc(NC(=O)C2CC(=O)N(Cc3ccccc3)C2)c1 (stereo not drawn),0.2,-11.0,-11.0,95.4,96.3,-6.0,1.3,-1.0,98.0,-4.0,-11.0
CCN1CCc2c(OCc3ccccc3)cccc2C1=O,0.7,-4.0,-6.0,?,103.5,-3.0,41.2,-4.0,105.2,-1.0,-8.0
COc1cccc(N/C(SCc2ccccc2F)=C(/C#N)C(=O)NCc2cccs2)c1,0.2,-4.0,-3.0,104.3,106.4,0.0,-1.5,-1.0,106.2,-5.0,-6.0
O=C(O)c1cccc(CN2C(=O)CSC2=O)c1,0.4,0.0,0.0,100.0,100.6,0.0,0.5,-2.0,97.5,0.0,1.0
CCOC(=O)n1c(=O)n(Cc2ccccc2Cl)c2ccccc21,1.2,0.0,-3.0,91.9,89.5,0.0,4.5,1.0,97.5,-1.0,-2.0
Cc1cc(C)c2cc3c(N)c(C(=O)N4CCc5ccccc5C4)sc3nc2c1,1.7,-23.0,-10.0,97.9,100.2,0.0,6.8,-2.0,100.0,-9.0,-11.0
COc1cc(CCN2C(=O)N[C@@H](CCc3ccccc3)C(C(C)=O)=C2C)cc(OC)c1OC,2.4,0.0,5.0,104.7,100.8,1.0,23.6,0.0,105.5,0.0,0.0
CCN1CCN(C(c2cccc(OC)c2)c2sc3nc(C)nn3c2O)CC1 (stereo not drawn),0.1,-9.0,-7.0,99.5,100.9,-7.0,0.6,-7.0,99.7,-4.0,-6.0
O=S(=O)(Nc1nc2c(s1)CCCC2)c1ccc(Br)cc1,0.2,-6.0,5.0,106.3,103.7,-4.0,1.0,-3.0,108.0,-3.0,-3.0
c1coc(CNc2nc(N3CCCCC3)nc3ccccc23)c1,0.2,-6.0,-9.0,104.5,102.3,-1.0,0.3,-8.0,102.7,-5.0,-3.0
CCOC(=O)CSc1nnc(CNc2ccc(F)cc2)o1,0.7,-4.0,-13.0,101.7,98.8,0.0,4.7,0.0,99.5,-3.0,-13.0
C=CCn1c(SCC(=O)Nc2ccc3c(c2)OCCO3)nnc1-c1ccccn1,0.7,-5.0,1.0,101.5,102.6,-5.0,1.4,-4.0,98.5,-3.0,-2.0
CC(C)Sc1nc2c(c(=O)[nH]c(=O)n2C)n1CC(O)COc1ccccc1 (stereo not drawn),0.9,·,?,96.5,99.7,·,3.9,·,98.4,·,·
Nc1c(C(=O)O)cnc2c(-c3ccc(Cl)cc3)cnn12,-0.8,-1.0,-2.0,87.1,93.5,-2.0,5.9,3.0,96.6,1.0,-3.0
COc1ccccc1-c1nc2cc3ccccc3cc2nc1-c1ccccc1,0.2,-51.0,7.0,101.6,102.9,-1.0,0.0,-7.0,100.3,-9.0,5.0
CC[C@H](C)[C@@H](NC(=O)O[C@@H]1C(=O)c2cc(Br)ccc2O[C@H]1c1cccc(OC)c1)C(=O)OC,0.4,-3.0,-2.0,103.8,102.6,-1.0,0.0,-1.0,102.4,-1.0,-2.0
COc1ccc(-n2c(Cn3c(=O)sc4ccccc43)nnc2SCC(N)=O)cc1,0.5,-3.0,0.0,103.7,101.5,-2.0,0.3,-2.0,95.9,0.0,2.0
O=C(c1cc(-c2cccs2)on1)N1CCN(C(c2ccccc2)c2ccccc2)CC1,0.9,-10.0,-12.0,105.8,104.1,-8.0,6.3,-2.0,101.9,-5.0,-17.0
CNc1oc(-c2ccco2)nc1C#N,0.4,-4.0,0.0,99.6,100.8,0.0,2.4,-5.0,101.2,-3.0,-3.0

# Retrieved by compound from above, 4 records:
SMILES,ABCB1 block,Bcl-B Bim block,Bcl-2 Bim block,RGS7-Gao reg,RGS4-Gao reg,Bim-Bcl-XL,ABCG2 inh,Bcl-W Bim block,RGS8-Gao,Mcl-1 Bim block,Bim-Bfl-1
Cc1nc(N(C)C)ncc1C(=O)O,-0.5,-4.0,-5.0,97.4,95.7,-3.0,-1.1,-5.0,99.5,-2.0,-1.0
COc1ccccc1-c1nc2cc3ccccc3cc2nc1-c1ccccc1,0.2,-51.0,7.0,101.6,102.9,-1.0,0.0,-7.0,100.3,-9.0,5.0
C=CCn1c(SCC(=O)Nc2ccc3c(c2)OCCO3)nnc1-c1ccccn1,0.7,-5.0,1.0,101.5,102.6,-5.0,1.4,-4.0,98.5,-3.0,-2.0
Cn1cc(C(=O)c2cccc(Cl)c2)cc1/C=N\O,1.0,0.0,-1.0,?,96.8,-1.0,6.3,0.0,99.4,0.0,-3.0

# Bioassay records as filed in PubChem BioAssay.
